# Screening data (PubChem BioAssay)
# FUS yeast rescue = qHTS for Suppressors of FUS Proteinopathy: Primary screen using FUS-linked yeast assay | S. cerevisiae FUS-expressing, growth rescue, OD600, 24 h | Potency, µM (doses to about 76.6 µM), inactives show at the highest dose growth rescue (activation), usual class: activators | actives 0.24% (n = 390,000) | AID 1347120, 2019;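 further: potency means the concentration at half of the fitted maximal effect; plate controls were DMSO vehicle for no effect and reference control for full effect; nearly all actives have a fitted effect of over 55% in size; some results filed as inactive show a strong effect at the top dose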
#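 Restored growth of FUS-toxic S. cerevisiae, read as 600 nm absorbance after 24 h at 30C in galactose medium (starting OD 0.005). Controls CP55940 and DMSO.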
# aSyn yeast inh = qHTS of alpha-syn Inhibitors | actives 0.14% (n = 370,000) | Potency, µM (series often up to 46.1 µM), without a hit: at the top dose growth rescue (activation), most hits filed as activators | Yeast expressing alpha-synuclein, growth rescue, BacTiter-Glo, 24 h; further: potency means the concentration at half of the fitted maximal effect; % of control where 0% means no effect; nearly all actives have a fitted effect of over 65% in size
#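 Galactose-induced alpha-syn yeast (OD600=0.02, raffinose-pregrown) + pinned cpd, 24 hr, 30 deg C; growth by BacTiter-Glo luminescence. Growth restoration scores as activation.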
# Abeta yeast res = qHTS for compounds that reverse cellular toxicity of Amyloid beta (A-beta) peptide in yeast: Primary Screen; yeast expressing A-beta42, growth rescue, OD600, 48 h; response scale: 0% DMSO, 100% iron-clioquinol control; Potency, µM (series often up to 46.1 µM), for the others: at the highest dose growth rescue, actives largely listed as activators; actives 0.063% (n = 410,000); further: potency means the concentration at half of the fitted maximal effect; nearly all actives have a fitted effect of over 55% in size
#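 Growth rescue measured by 600 nm absorbance after 48 h yeast culture at 30 C with compound. Values normalized between DMSO and an equimolar ferric chloride plus clioquinol control.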
# PI5P4Ka inh = qHTS for Inhibitors of phosphatidylinositol 5-phosphate 4-kinase (PI5P4K); Phosphatidylinositol 5-phosphate 4-kinase type-2 alpha (Homo sapiens), P48426; PI5P4Kalpha enzyme, ADP-Glo luminescence, 60 min; active compounds read low; max response, %; actives 1.2% (n = 330,000); active means max response of -50% or lower; inconclusive means between -30% and -50%; inactive means -30% or higher; further: value at the top dose of about 77 µM; on the % scale 0 is the no-effect control and ±100 the full control effect
#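 Controls without substrate or without enzyme flank wells where PI5P4Kalpha converts substrate using 5 microM ATP (final). Incubation lasts 60 minutes at room temperature; ADP formed is read by ADP-Glo luminescence.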
# WRN helicase inh = qHTS for Inhibitors of WRN Helicase; WRN helicase unwinding, fluorescent forked duplex, kinetic; Potency, µM (top dose mostly 114 µM), for inactives: at the highest dose activity change, negative = inhibition, hits mostly inhibitors; actives 0.46% (n = 360,000); AID 651768, 2012; further: potency means the concentration at half of the fitted maximal effect; on the % scale 0 is the no-effect control and ±100 the full control effect; nearly all actives have a fitted effect of over 55% in size
#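 Enzyme (20 nM final) and test compound sit together 15 min at room temperature before substrate addition. Substrate is a single-forked duplex oligonucleotide (100 nM) labelled with fluorophore and quencher, with 2 mM ATP; helicase unwinding raises red fluorescence, read kinetically.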
# EPAC1 antag = qHTS for Antagonist of cAMP-regulated guanine nucleotide exchange factor 3 (EPAC1): primary screen; Rap guanine nucleotide exchange factor 3 (Homo sapiens), O95398; EPAC1 GEF assay, Rap1b-BODIPY-GDP exchange fluorescence; Potency, µM (top dose mostly 115 µM), without a hit: at the top dose activity change, negative = inhibition, usual class: inhibitors; actives 0.14% (n = 360,000); AID 720709, 2013;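 further: potency means the concentration at half of the fitted maximal effect; plate controls were vehicle for no effect and positive control for full effect; nearly all actives have a fitted effect of over 50% in size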
# Target sequence (O95398 whole entry, looked up): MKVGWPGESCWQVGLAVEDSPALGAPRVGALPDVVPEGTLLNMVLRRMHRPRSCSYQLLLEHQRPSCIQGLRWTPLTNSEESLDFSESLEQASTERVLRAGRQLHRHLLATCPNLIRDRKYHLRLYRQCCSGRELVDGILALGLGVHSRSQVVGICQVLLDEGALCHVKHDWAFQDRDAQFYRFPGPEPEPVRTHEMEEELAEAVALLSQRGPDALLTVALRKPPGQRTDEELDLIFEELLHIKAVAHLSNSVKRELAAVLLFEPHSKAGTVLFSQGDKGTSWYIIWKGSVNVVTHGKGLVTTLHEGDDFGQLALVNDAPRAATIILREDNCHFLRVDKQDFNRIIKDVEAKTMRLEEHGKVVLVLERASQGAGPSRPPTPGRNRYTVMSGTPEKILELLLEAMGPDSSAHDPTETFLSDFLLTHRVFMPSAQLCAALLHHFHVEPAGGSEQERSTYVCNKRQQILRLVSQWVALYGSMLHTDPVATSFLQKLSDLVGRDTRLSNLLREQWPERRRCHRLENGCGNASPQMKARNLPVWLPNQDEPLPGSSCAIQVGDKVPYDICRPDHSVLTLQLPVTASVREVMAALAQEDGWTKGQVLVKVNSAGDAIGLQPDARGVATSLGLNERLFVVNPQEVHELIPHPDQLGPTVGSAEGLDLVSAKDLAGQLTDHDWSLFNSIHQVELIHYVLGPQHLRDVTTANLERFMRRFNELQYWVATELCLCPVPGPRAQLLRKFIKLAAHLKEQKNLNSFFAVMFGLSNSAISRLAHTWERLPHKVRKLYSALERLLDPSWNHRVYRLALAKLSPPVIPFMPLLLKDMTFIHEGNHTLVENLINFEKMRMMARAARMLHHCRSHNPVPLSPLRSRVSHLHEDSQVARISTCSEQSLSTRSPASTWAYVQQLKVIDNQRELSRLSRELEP
# IL2 activator = qHTS of IL-2 Activators. activation, % (series mostly up to about 46 µM). actives 0.065% (n = 360,000). AID 652025, 2013. IL-2 activation reporter assay, cell-based qHTS; stimulated with anti-CD3/CD4/CD28 beads; in transgenic mouse T cells; in the data active means activation above about 50%; inconclusive means mostly about 30% to 49%; further: 0% is about no effect
#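 Unstimulated transgenic mouse T cells; 60-min compound exposure; bead-based TCR/CD4/CD28 stimulation; 18 h culture, 37 degrees C; dual fluorescence (EGFP, DsRed) plate cytometry.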
# EPAC1 agonist = qHTS for Agonist of cAMP-regulated guanine nucleotide exchange factor 3 (EPAC1): primary screen; actives 0.073% (n = 360,000); Rap guanine nucleotide exchange factor 3 (Homo sapiens), O95398; EPAC1 agonist qHTS, biochemical assay; response scale: 100% = response to 6.5 mM cAMP; Potency, µM (top dose mostly 154 µM), for the others: top-dose activation, hits mostly activators; further: potency means the concentration at half of the fitted maximal effect; nearly all actives have a fitted effect of over 60% in size
#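 Normalized to 6.5 mM cAMP, activity reflects EPAC1-catalysed release of BODIPY-GDP from Rap1B, followed kinetically over 30 min at 480 nm excitation, 540 nm emission. Reaction contained 100 nM EPAC1, 250 nM Rap1B-BODIPY-GDP, 50 uM GDP.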
# PLK1 PBD inh = qHTS for Inhibitors of PLK1-PDB (polo-like kinase 1 - polo-box domain): Primary Screen | Plk1 PBD binding of FITC phosphopeptide, fluorescence polarization | Potency, µM, inactives show max response, negative = inhibition, usual class: inhibitors | actives 2.8% (n = 360,000) | Serine/threonine-protein kinase PLK1 (Homo sapiens), P53350; further: potency means the concentration at half of the fitted maximal effect; series mostly up to about 57 µM; on the % scale 0 is the no-effect control and ±100 the full control effect; nearly all actives have a fitted effect of over 65% in size
# An asterisk follows results filed as active; ? = inconclusive; . = not tested or not shown; & = joins results of further samples; [ ] = dose if it differs, or a comment. Unless noted, the call rests on the fitted dose curve; in most records, active means well fitted curve in the direction sought with a large enough effect; inconclusive means small, poorly fitted or top-dose-only effect, or another doubt; inactive means no such curve, though single readings can be large; an effect the other way counts as inactive or inconclusive.
SMILES,FUS yeast rescue,aSyn yeast inh,Abeta yeast res,PI5P4Ka inh,WRN helicase inh,EPAC1 antag,IL2 activator,EPAC1 agonist,PLK1 PBD inh
COc1ccc(NC(=O)c2c(N)no[n+]2[O-])cc1,13%,-2%,-4%,5,-1%,-14%,-4.6,-6%,-12%
COc1ccc(CNC(=O)CCn2nc(C)c3c(C)n(-c4ccccc4)nc3c2=O)c(OC)c1,14%&-1%,-2%,6%&-16%,-4,0%,-6%,1.3,-4%,-10%
C=CCNC(=S)NNc1ncnc2sc3c(c12)CC(C)(C)OC3,32%,-3%,-10%,-6,1%,6%,-0.7,0%,-17%
Cc1ccc(NC(=O)c2ccnc(C(C)(C)C)c2)cc1,3%,-1%,17%,4,-3%,3%,-2.9,3%,1%
CO/N=C/NC(=O)c1c(OC)ccnc1Oc1ccc(Cl)cc1,-3%,6%,20%,.,0%,1%,-3.0,0%,-7%
Cc1cccc(NC(=S)NCCSc2ccc(Cl)cc2)c1,21%,-18%,1%,16,-13%,?,0.4,16%,-13%
C=CC1=C(C(=O)O)N2C(=O)C(NC(=O)Cc3ccccc3)C2SC1 (stereo not given),35%,-11%,-12%,.,?,-16%,0.4,13%,27µM*
CCCCC1C2=C(CC(C)(C)CC2=O)OC2=C1C(=O)CC(C)(C)C2,16%,-24%,-19%,-7,-7%,-9%,-0.2,-17%,-7%
CCCC(=O)N(CCN(Cc1ccccc1)C(=O)CCC)Cc1ccccc1,0%,-10%,-6%,5,13%,-6%,-0.4,1%,2%
O=[N+]([O-])c1ccc(N2CCCCC2)s1,12%,-11%,12%,-12,-3%,?,-1.6,-14%,?
C1=C(c2sc3ccccc3c2-c2ccc(OCCN3CCOCC3)cc2)CCCC1,?,-49%[inhibitor],-80%[inhibitor],36,1%,-20%,-0.3,-3%,1%
COc1ccc(/C=C2\SC(=S)N(CCC(=O)Nc3cccc(O)c3)C2=O)cc1OC,13%,3%,-2%,0,10%,4%,0.1,5%,-2%
CC1(C(=O)NCc2cccnc2)CCC(=O)N1Cc1cccs1 (stereo not given),-19%,-1%,-17%,-2,-2%,-22%,0.3,15%,-4%
CSc1nncc(/C(C)=N\Nc2ccccc2)n1,-9%,2%,23%,-10,-13%,-7%,0.0,2%,-6%
Cc1ccc(S(=O)(=O)/N=C(/c2ccccc2)N(C)c2ccc(O)cc2)cc1,-28%,?,2%,8,1%,-9%,-1.2,12%,-3%
CC(Oc1ccccc1)C(=O)OCC(=O)N1CC(=O)Nc2ccccc21 (stereo not given),14%,-3%,-15%,-4,-25%,-25%,1.9,-6%,-16%
CCc1nnc(NC(=O)CCC(=O)NCC2CCCO2)s1 (stereo not given),-38%,-8%,-9%[9.22 µM],-6,-21%,7%,-3.7,2%,-6%
COCCn1cnc2c1c(=O)n(CC(=O)NC1CCCCC1)c(=O)n2Cc1ccccc1,-1%,-10%,-5%,2,1%,3%,-1.7,-1%,8%
O=C(c1ccco1)N1CCN(c2ncccn2)CC1,-31%,5%,11%,-5,7%,12%,-0.6,-8%,-10%
CCCCc1cc(=O)oc2c(C)c(OCC(=O)N3CCC(C(N)=O)CC3)ccc12,-22%,-3%,-15%,-6,1%,-5%,1.6,4%,-13%
Cc1ccc(-c2nc3ncccc3n2O)cc1,-26%,-4%,-5%,0,5%,-28%,0.8,2%,-15%
COc1ccc(B(O)O)c(CN2CCN(C(=O)OC(C)(C)C)CC2)c1,-10%,-6%,0%,-9,-9%,-8%,-0.5,0%,-13%
CCc1nnc(NC(=O)CSc2nnc(CNC(=O)c3ccccc3)o2)s1,-30%,-1%,-20%,-10,-2%,1%,-1.5,3%,-10%
C=CCOc1ccc(/C=C2/C(=O)ON=C2C)cc1OCC,-5%,-20%,1%,1,?,-25%,0.8,1%,1.9µM*
O=C(Nc1cccc(S(=O)(=O)N2CCOCC2)c1)c1ccc2c(=O)n3c(nc2c1)CCCCC3,36%,-4%,7%,-1,-3%,-1%,-0.9,-1%,1%

# An excerpt from above in order of the WRN helicase inh value, smallest number first:
mol	aSyn yeast inh	PI5P4Ka inh	WRN helicase inh	EPAC1 antag	IL2 activator	PLK1 PBD inh
CCCCC1C2=C(CC(C)(C)CC2=O)OC2=C1C(=O)CC(C)(C)C2	-24%	-7	-7%	-9%	-0.2	-7%
O=C(Nc1cccc(S(=O)(=O)N2CCOCC2)c1)c1ccc2c(=O)n3c(nc2c1)CCCCC3	-4%	-1	-3%	-1%	-0.9	1%
CCCC(=O)N(CCN(Cc1ccccc1)C(=O)CCC)Cc1ccccc1	-10%	5	13%	-6%	-0.4	2%

# (next part)
SMILES,FUS yeast rescue,aSyn yeast inh,Abeta yeast res,PI5P4Ka inh,WRN helicase inh,EPAC1 antag,IL2 activator,EPAC1 agonist,PLK1 PBD inh
O=C(Nc1ccc(N2CCOCC2)cc1N1CCOCC1)c1ccc(Cl)cc1,8%,-1%,-1%,0,-26%,18%,-1.1,-5%,-7%
O=C(CNCc1cccnc1)Nc1cc(C(F)(F)F)ccc1N1CCOCC1,-11%,-9%,8%,2,-1%,-2%,0.7,8%,-12%
Cc1noc(NS(=O)(=O)c2ccc(NC(=O)COc3ccc(Cl)cc3Cl)cc2)c1C,-5%,0%,-3%,-4,-3%,-27%,2.9,-11%,?
CCc1nc(SCC(=O)NCC2CCCO2)c2oc3ccccc3c2n1 (stereo not given),-7%,11%,1%,3,-9%,-18%,0.2,-3%,-5%
Cc1ccc(C(C)C)c(OCC(=O)NNC(=O)C(C(C)C)N2C(=O)c3ccccc3C2=O)c1 (stereo not given),44%,?,-13%,13,-20%,-14%,-0.2,1%,-7%
CCOC(=O)c1sc(NC(=O)Nc2ccc(Cl)cc2)cc1C,6%,-18%,11%,-2,-11%,?,-1.2,-6%,1%
COCC(=O)N1CCC(n2nnc3cc(C(F)(F)F)ccc32)CC1,-16%,-11%,-8%,1,12%,15%,-0.6,-6%,?
Cc1c(NC(=O)COC(=O)c2ccc(S(=O)(=O)N3CCOCC3)cc2)c(=O)n(-c2ccccc2)n1C,8%,2%,-2%,8,-16%,10%,0.1,14%,-1%
Cc1c(C)c2ccc(OCC(=O)Nc3nccs3)cc2oc1=O,-1%,-2%,2%,-8,-4%,-20%,0.9,-10%,-6%
COc1ccc2oc(=O)c(C(=O)NCc3ccc4c(c3)OCO4)cc2c1,-21%,-12%,-9%,1,11%,21%,-0.5,0%,-23%
C=CCNC(=O)c1ccc(CN2CCC(Cc3ccccc3)CC2)cc1,-42%,5%,0%,1,13%,-8%,0.2,-10%,1%
Cn1c(-c2cccc([N+](=O)[O-])c2)cnc1NCc1cccc(F)c1,-11%,-4%,-27%,-6,5%,9%,0.1,1%,-4%
COc1cc(-c2nc3n(c(=O)c2C#N)CCS3)cc(OC)c1OC,-7%,-3%,2%,-11,17%,-11%,-3.0,-12%,-10%
CS(=O)(=O)N(CCc1ccccc1)CC(=O)N1CCCCC1,-4%,7%,-2%,-3,-8%,-9%,1.0,3%,-6%
O=c1cc(-c2ccccc2)nc(N2CCN(Cc3ccccc3)CC2)[nH]1,16%,-1%,-9%,2,-10%,7%,-0.8,10%,-5%
CCC(=O)N1CCc2cc(S(=O)(=O)CCC(=O)N3CCCC(C)C3)ccc21 (stereo not given),27%,2%,.,-6,1%,3%,0.5,1%,-2%
CN(C(=O)c1ccc2c(=O)n3c(nc2c1)CCCCC3)c1ccccc1F,4%,1%,-8%,6,-5%,-9%,1.6,0%,-14%
Cc1noc(NS(=O)(=O)c2ccc(NC(=O)CCC3CCCC3)cc2)c1C,10%,9%,8%,-9,2%,-2%,-0.5,-2%,1%
C=CCN1C(=O)S/C(=C/c2ccc(Sc3nc4ccccc4[nH]3)o2)C1=O,.,14%,0%,-13,-1%,4%,-0.7,0%,-8%
Fc1cccc(Cl)c1CSc1nnc(CNc2ccccc2)o1,25%,?,-29%,3,-2%,-12%,0.1,7%,-9%
C=C1C(C(=O)Nc2ccc(F)cc2)C1C(=O)Nc1ccc(F)cc1 (stereo not given),-25%,1%,-4%,-4,3%,4%,-1.1,4%,-6%

# 5 structures out of the list, ordered by SMILES length, rising:
SMILES,FUS yeast rescue,aSyn yeast inh,Abeta yeast res,PI5P4Ka inh,WRN helicase inh,EPAC1 antag,IL2 activator,EPAC1 agonist,PLK1 PBD inh
CCOC(=O)c1sc(NC(=O)Nc2ccc(Cl)cc2)cc1C,6%,-18%,11%,-2,-11%,?,-1.2,-6%,1%
CCc1nc(SCC(=O)NCC2CCCO2)c2oc3ccccc3c2n1 (stereo not given),-7%,11%,1%,3,-9%,-18%,0.2,-3%,-5%
COCC(=O)N1CCC(n2nnc3cc(C(F)(F)F)ccc32)CC1,-16%,-11%,-8%,1,12%,15%,-0.6,-6%,?
O=c1cc(-c2ccccc2)nc(N2CCN(Cc3ccccc3)CC2)[nH]1,16%,-1%,-9%,2,-10%,7%,-0.8,10%,-5%
C=CCN1C(=O)S/C(=C/c2ccc(Sc3nc4ccccc4[nH]3)o2)C1=O,.,14%,0%,-13,-1%,4%,-0.7,0%,-8%
